Screening results deposited in PubChem BioAssay by several laboratories.
Diaph inh CS: diaphorase inhibitors and chemical oxidizers, primary screen, counter-screen for diaphorase-coupled primary assays, biochemical, uHTS, resorufin fluorescence; inhibition, % at 20 µM; diaphorase resazurin-to-resorufin fluorescence, NADH, 16 min; bacterial (C. kluyveri) enzyme, not human; 190,000 tested, 0.69% active;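 active = primary screen inhibition at 20 µM above a set limit, cut at about 50% in these data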;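 note: plate controls were DMSO with full reaction for no effect and wells lacking NADH for full effect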
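Assay system – diaphorase enzyme from Clostridium kluyveri · Amount – diaphorase 0.14 U/mL (working solution) · Times – reaction incubation of 16 min at room temperature · Controls – No-NADH positive control and DMSO neutral control · Signal – resorufin fluorescence 544/590 nm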
bIAP activator: bovine intestinal alkaline phosphatase activators, primary screen, biochemical, bovine IAP, CDP-star luminescence. alkaline phosphatase, intestinal [Bos taurus]. purified bovine IAP, 30 min; active compounds read high; fold of DMSO-control signal, blank-subtracted. 200,000 tested, 0.17% active. AID 1016, 2008. activation factor at 20 µM;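 active = activation factor of 2 or more at 20 µM, a signal rise over negative controls twice the positive control's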
PMI activator: activators of human PMI, primary screen, biochemical, fluorescence intensity, near-Km mannose 6-phosphate. 190,000 tested, 0.005% active. AID 1214, 2008. activation factor at 20 µM. Mannose-6-phosphate isomerase (Homo sapiens), P34949. purified human PMI, coupled resazurin fluorescence, 20 min; active compounds read high; 1 = vehicle control, 0 substrate-free wells;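 active = activation factor of 2 or more at 20 µM, relative to plate controls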
TNAP inh noacc: human TNAP enzyme inhibitors, primary screen, biochemical, luminescent, no phosphate acceptor, uHTS; Alkaline phosphatase, tissue-nonspecific isozyme (Homo sapiens), P05186; purified TNAP, CDP-star luminescence, 30 min; inhibition, % at 20 µM; 200,000 tested, 0.26% active; AID 1012, 2008;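 active = tissue-nonspecific alkaline phosphatase inhibition above about 50% at 20 µM in the single-dose screen, limit read from the data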;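 note: 0% = DMSO negative control and 100% = EDTA positive control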
Target sequence (P05186 whole entry, looked up): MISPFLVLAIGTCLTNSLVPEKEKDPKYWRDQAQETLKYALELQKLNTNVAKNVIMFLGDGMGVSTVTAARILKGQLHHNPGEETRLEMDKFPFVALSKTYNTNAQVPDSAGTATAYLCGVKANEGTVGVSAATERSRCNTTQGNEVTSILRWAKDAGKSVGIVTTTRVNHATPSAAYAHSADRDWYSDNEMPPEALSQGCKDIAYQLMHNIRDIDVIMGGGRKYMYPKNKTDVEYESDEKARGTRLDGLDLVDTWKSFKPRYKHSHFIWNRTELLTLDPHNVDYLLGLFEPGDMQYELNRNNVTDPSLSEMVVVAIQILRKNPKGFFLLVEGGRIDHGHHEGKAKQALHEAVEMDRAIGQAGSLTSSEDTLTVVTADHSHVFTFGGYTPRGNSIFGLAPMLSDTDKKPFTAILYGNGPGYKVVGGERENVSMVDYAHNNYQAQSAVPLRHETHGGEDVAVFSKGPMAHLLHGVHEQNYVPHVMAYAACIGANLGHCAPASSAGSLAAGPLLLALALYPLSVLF
bIAP inh: bovine intestinal alkaline phosphatase inhibitors, primary screen, selectivity assay for TNAP inhibitor project, biochemical, bovine IAP, CDP-star luminescence; alkaline phosphatase, intestinal [Bos taurus]; purified bovine IAP, 30 min; inhibition, % at 20 µM; 190,000 tested, under 10 active;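 active = over 50% inhibition of intestinal alkaline phosphatase at 20 µM in the single-dose screen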
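Incubation: 30 min reaction at room temperature / Material: purified bovine intestinal alkaline phosphatase (IAP) enzyme / Input: enzyme at 1/65,000,000 dilution / Dosing: 20 µM single dose / Signal: CDP-star luminescence signal / Reagent: CDP-star chemiluminescent phosphatase substrate, 30 µM final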
PMI act satM6P: human PMI activators, high substrate, primary screen, biochemical, fluorescence intensity, near-saturating mannose 6-phosphate | Mannose-6-phosphate isomerase (Homo sapiens), P34949 | coupled PMI enzyme assay, resazurin fluorescence, 20 min; active compounds read high; 1 = untreated enzyme, 0 = substrate-free blank | activation factor at 20 µM | 190,000 tested, 0.34% active;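 active = activation factor of 2 or more at 20 µM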
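Test system: human PMI in coupled enzyme assay; Input: PMI at 15 ng/mL final; Medium: HEPES buffer, pH 7.4; Schedule: 20 min incubation at room temperature; Technique: resorufin fluorescence at Ex 544/Em 590 nm; Compound: 20 µM single dose; Probe or stimulus: Near-saturating mannose-6-phosphate, 1.0 mM.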
TNAP inh hi DEA: human TNAP enzyme inhibitors, primary screen, biochemical, luminescent, high phosphate acceptor level, uHTS. Alkaline phosphatase, tissue-nonspecific isozyme (Homo sapiens), P05186. purified TNAP, CDP-star luminescence, 1 M DEA. inhibition, % at 20 µM. 200,000 tested, 0.03% active;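 active = over 50% inhibition of tissue-nonspecific alkaline phosphatase at 20 µM in the single-dose screen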;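 note: plate controls were DMSO wells for no effect and EDTA-quenched wells as full inhibition for full effect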
TNAP act hi DEA: TNAP activators at high phosphate acceptor level, primary screen, biochemical, luminescence, uHTS. Alkaline phosphatase, tissue-nonspecific isozyme (Homo sapiens), P05186. 200,000 tested, under 10 active. activation factor at 20 µM. AID 1136, 2008. purified TNAP, CDP-star luminescence, 1 M DEA, 30 min; active compounds read high; 0 = EDTA background, 1 = DMSO-only activity;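 active = activation factor at least 2 at 20 µM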
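Dosing: 20 µM single point. System: human TNAP. Amount: TNAP 1/800 final. Incubation: 30 min, room temperature. Read-out: TNAP activation factor scaled between EDTA and DMSO control wells. Signal: luminescence from CDP-star hydrolysis. Medium: 1 M DEA, pH 9.8, Mg2+, Zn2+. Control set: EDTA negative control, DMSO positive control.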
L major viab: Leishmania major promastigote growth inhibition, primary screen | Leishmania major promastigotes, resazurin fluorescence viability | inhibition, % at 10 µM | 200,000 tested, 9% active; in the data active = inhibition above about 50%;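 note: promastigotes grown with compound for 44 hours at 28 °C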
Diaph act CS: compounds boosting diaphorase resazurin reduction – biochemical, uHTS, resorufin fluorescence, counter-screen for diaphorase-coupled primary assays, primary screen. Diaphorase/resazurin coupled assay, 16 min; active compounds read high; 1 = vehicle wells, 0 = NADH-free wells. activation factor at 20 µM. 190,000 tested, 0.005% active;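 active = diaphorase activity raised at least twofold by the compound at 20 µM; inactive = activation factor below 2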
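Test system: Clostridium kluyveri diaphorase, purified enzyme; input: enzyme 0.07 U/mL final; buffer or medium: 50 mM HEPES pH 7.4 with 4.542 mM MgCl2, 0.005% Tween 20; also added: 0.114 mM NADH and 0.1 mM resazurin, final amounts; schedule: 16 min enzyme reaction, ambient temperature; technique: fluorescence of resorufin, 544 nm excitation, 590 nm emission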
Active calls of the source: *; . = no result given.

nr	Compound	Diaph inh CS	L major viab	TNAP inh hi DEA	bIAP inh	PMI activator
1	Cc1ccc(NC(=O)C2CCCCC2)c(O)c1	10.4	2.3	-3.4	3.9	0.8
2	CCOC(=O)C1(Nc2nccs2)Sc2ccccc2NC1=O (centres undefined)	-7.8	9.4	-1.3	15.8	1.1
3	CC(=O)c1cnc(-c2cccc(Cl)c2)s1	11.2	2.8	-0.7	11.7	1
4	COC(=O)c1cccc(NCN2C(=O)c3ccccc3C2=O)c1	12.8	13.9	-2.9	5.3	1
5	O=C(C/C=N\OCc1ccc([N+](=O)[O-])cc1)Nc1ccc(F)cc1F	16.3	3.6	-3.1	-12.9	1
6	C/C(=N\N=C1/NC(=O)C(C)S1)c1ccc([N+](=O)[O-])cc1 (centres undefined)	9.6	-11.8	2.1	0.4	0.9
7	COc1ccc(S(=O)(=O)Nc2c(C)nc3nc[nH]n3c2=O)cc1	5.4	-5.9	-0.2	2.0	1.3
8	Cc1nnc(N2CCN(c3ccccc3)CC2)[nH]c1=O	6.3	19.0	-7.4	8.5	1
9	CS(=O)(=O)Nn1cnc2ccccc2c1=O	5.9	-10.1	-1.9	5.2	1
10	Cc1ccc(OCC(=O)N2N=C(c3ccc(Cl)cc3)CC2c2ccco2)c([N+](=O)[O-])n1 (centres undefined)	17.4	29.5	-6.7	-7.1	0.9
11	CC(=O)OCC1OC(OC(C)=O)C(NC(=O)c2cccnc2)C(OC(C)=O)C1OC(C)=O (centres undefined)	7.8	46.4	-2.3	7.8	1.1
12	COc1ccc(N2CCN(C(=S)Nc3ccc(S(N)(=O)=O)cc3)CC2)cc1	20.6	-7.6	-6.6	11.3	0.8

nr	PMI act satM6P	bIAP activator	Diaph act CS	TNAP act hi DEA	TNAP inh noacc
1	0.8	1	0.9	1	-8.8
2	1.1	0.8	1.1	1	-5.6
3	1	0.9	0.9	1	-7.5
4	0.9	0.9	0.9	1	-6.5
5	1	1.1	0.8	1	-4.3
6	1	1	0.9	1	-0.5
7	1.1	1	0.9	1	15.5
8	1	0.9	0.9	1.1	-14.5
9	1.1	0.9	0.9	1	-1.6
10	0.8	1.1	0.8	1.1	5.8
11	1.1	0.9	0.9	1	-2.2
12	0.9	0.9	0.8	1.1	-12.7

(continued)
nr	Compound	Diaph inh CS	L major viab	TNAP inh hi DEA	bIAP inh	PMI activator
13	CCOc1ccc2nc(Cl)c(C3CC(c4ccccc4)=NN3C(=O)c3ccco3)cc2c1 (centres undefined)	9.3	42.5	0.4	21.6	1
14	CC(=O)Nc1ccc(NC(=O)COc2ccccc2C(=O)Nc2cccc(Cl)c2Cl)cc1	5.1	-3.6	-1.6	.	1.1
15	CCOc1cc(NC(=S)Nc2ccccc2OC)c(OCC)cc1NC(=O)c1ccccc1C	-1.0	97.0*	-2.2	-4.6	0.9
16	Cc1ccc(C(C#N)c2ccc3c(C(F)(F)F)cc(C(F)(F)F)nc3n2)cc1 (centres undefined)	14.9	-1.9	15.7	24.3	0.9
17	COC(=O)c1ccc(/C=N/Nc2nc3ccccc3[nH]2)cc1	-7.0	36.8	1.5	-12.0	1
18	O=C(NCc1cccnc1)Nc1ccccc1F	4.7	5.6	-1.8	11.9	1.1
19	CCOc1ccccc1CNC(=O)CCCc1cn(C)c2ccccc12	6.0	4.9	-3.7	-13.5	1
20	COc1ccc(-c2ccc(-c3noc(-c4cccc(OC)c4)n3)c(OC)n2)cc1	-4.7	-1.4	-5.5	-5.2	1
21	O=C(c1ccccc1NS(=O)(=O)c1ccccc1[N+](=O)[O-])N1CCOCC1	4.3	-3.6	-2.5	-23.1	1
22	CCOc1ccccc1NC(=S)N1CCC(NC(=O)c2ccco2)CC1	9.5	-7.0	-6.8	7.0	1
23	Nc1nc(=S)n(-c2ccccc2)[nH]1	-21.5	-6.7	-3.4	11.9	1.3
24	O=C(/C=C\Nc1ccccn1)c1ccccc1	15.1	-2.4	-10.9	20.0	1.1

nr	PMI act satM6P	bIAP activator	Diaph act CS	TNAP act hi DEA	TNAP inh noacc
13	0.9	0.8	0.9	1	-7.1
14	0.9	0.5	0.9	1	-8.9
15	0.9	1	1	1	-5.0
16	0.9	0.8	0.9	0.8	14.0
17	1.1	1.1	1.1	1	9.1
18	1.1	0.9	1	1	-9.3
19	1	1.1	0.9	1	-8.8
20	1	1.1	1	1.1	-7.7
21	1	1.2	1	1	-8.5
22	1	0.9	0.9	1.1	-8.0
23	1.3	0.9	1.2	1	-1.7
24	1	0.8	0.8	1.1	-15.1

Part of the list above, showing only PMI activator.
entry | Structure | PMI activator
23 | Nc1nc(=S)n(-c2ccccc2)[nH]1 | 1.3
13 | CCOc1ccc2nc(Cl)c(C3CC(c4ccccc4)=NN3C(=O)c3ccco3)cc2c1 (centres undefined) | 1

Structural class, the entries above containing four or more nitrogen atoms (seven)
nr	Compound	Diaph inh CS	L major viab	TNAP inh hi DEA	bIAP inh	PMI activator
6	C/C(=N\N=C1/NC(=O)C(C)S1)c1ccc([N+](=O)[O-])cc1 (centres undefined)	9.6	-11.8	2.1	0.4	0.9
7	COc1ccc(S(=O)(=O)Nc2c(C)nc3nc[nH]n3c2=O)cc1	5.4	-5.9	-0.2	2.0	1.3
8	Cc1nnc(N2CCN(c3ccccc3)CC2)[nH]c1=O	6.3	19.0	-7.4	8.5	1
10	Cc1ccc(OCC(=O)N2N=C(c3ccc(Cl)cc3)CC2c2ccco2)c([N+](=O)[O-])n1 (centres undefined)	17.4	29.5	-6.7	-7.1	0.9
12	COc1ccc(N2CCN(C(=S)Nc3ccc(S(N)(=O)=O)cc3)CC2)cc1	20.6	-7.6	-6.6	11.3	0.8
17	COC(=O)c1ccc(/C=N/Nc2nc3ccccc3[nH]2)cc1	-7.0	36.8	1.5	-12.0	1
23	Nc1nc(=S)n(-c2ccccc2)[nH]1	-21.5	-6.7	-3.4	11.9	1.3

nr	PMI act satM6P	bIAP activator	Diaph act CS	TNAP act hi DEA	TNAP inh noacc
6	1	1	0.9	1	-0.5
7	1.1	1	0.9	1	15.5
8	1	0.9	0.9	1.1	-14.5
10	0.8	1.1	0.8	1.1	5.8
12	0.9	0.9	0.8	1.1	-12.7
17	1.1	1.1	1.1	1	9.1
23	1.3	0.9	1.2	1	-1.7
